JMJD2A Tudor = JMJD2A Tudor domain (human) inhibition; O75164; AlphaScreen JMJD2A-Tudor / H3K4me3 peptide binding; Potency, µM (series often up to 114 µM), for the others: at the highest dose activity change, negative = inhibition, usual class: inhibitors; hit rate 4.4% among 390,000; further: on the % scale 0 is the no-effect control and ±100 the full control effect; nearly all actives have a fitted effect of over 50% in size
ERG-DNA inh = blocks human ERG Ets domain binding to DNA; fluorescence polarization, His-ERG Ets domain / labelled DNA; AID 624246; Potency, µM (top dose mostly 76.9 µM), without a hit: at the highest dose FP activity, negative = inhibition, hits mostly inhibitors; hit rate 0.028% among 370,000; P11308; active means well fitted inhibition curve with a large enough effect in the polarisation, with a control signal flat; inconclusive means small, poorly fitted or top-dose-only effect, or effect the other way, or a change in a side signal; inactive means no such curve, though single readings can be large or run the other way; the % refers to the polarisation;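 further: polarization taken with two DNA probes labelled with fluorescein and Texas red; % of control where 0% means no effect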
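His-tagged ERG Ets domain (1 uM in the protein solution; 300mM KCl, 50mM Tris-HCl, 1mM EDTA, 1mM DTT, pH 7.5) received compound, then a probe mix of 5 nM fluorescein-DNA and 100nM Texas-615-DNA. Fluorescence polarization was read for both dyes.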
GLS inh = glutaminase GLS (human) inhibition. hit rate 0.21% among 410,000. Potency, µM (titrated, usually from 45.5 µM), for inactives: top-dose activity change, negative = inhibition, most hits filed as inhibitors. GLS enzymatic activity, qHTS titration; further: on the % scale 0 is the no-effect control and ±100 the full control effect
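Enzyme dispensed in phosphate buffer (45 mM, pH 8.2, 0.02% Tween-20), compounds pinned in, then 1 mM L-glutamine solution and the glutamate oxidase–HRP–Amplex Red mix added; fluorescence read immediately and again after 30 min at room temperature.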
HP1b binding inh = inhibitors of HP1-beta chromodomain binding to methylated histone tails; AlphaScreen HP1-beta / biotin-H3K9me3 peptide binding; hit rate 0.56% among 390,000; Potency, µM (series often up to 114 µM), inactives show at the highest dose activity change, negative = inhibition, actives largely listed as inhibitors; AID 540317; further: nearly all actives have a fitted effect of over 70% in size; inactives centre near 23
Target sequence (P83916 whole entry, looked up): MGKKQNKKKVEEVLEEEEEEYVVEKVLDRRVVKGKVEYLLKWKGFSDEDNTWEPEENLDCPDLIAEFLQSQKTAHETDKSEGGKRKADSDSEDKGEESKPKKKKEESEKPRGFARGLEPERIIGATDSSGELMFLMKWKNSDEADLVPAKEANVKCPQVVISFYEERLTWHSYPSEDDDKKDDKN
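HP1-beta protein (50 nM final) preincubated 30 min at room temperature with biotinylated H3(1-18)K9me3 peptide (50 nM) in PBS pH 7.4, 0.01% Tween-20, then compound added for 30 min. AlphaScreen streptavidin donor/nickel chelate acceptor beads (10 ug/mL final), 30 min dark, luminescence read.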
rTrxR1 inhibitor = inhibitors of rat thioredoxin reductase 1; O89049; recombinant rTrxR1, NADPH fluorescence consumption, selenite substrate; Potency, µM (titrated, usually from 114 µM), for inactives: at the highest dose activity change, negative = inhibition, actives largely listed as inhibitors; hit rate 1% among 390,000; further: on the % scale 0 is the no-effect control and ±100 the full control effect; nearly all actives have a fitted effect of over 65% in size
Target sequence (O89049 whole entry, looked up): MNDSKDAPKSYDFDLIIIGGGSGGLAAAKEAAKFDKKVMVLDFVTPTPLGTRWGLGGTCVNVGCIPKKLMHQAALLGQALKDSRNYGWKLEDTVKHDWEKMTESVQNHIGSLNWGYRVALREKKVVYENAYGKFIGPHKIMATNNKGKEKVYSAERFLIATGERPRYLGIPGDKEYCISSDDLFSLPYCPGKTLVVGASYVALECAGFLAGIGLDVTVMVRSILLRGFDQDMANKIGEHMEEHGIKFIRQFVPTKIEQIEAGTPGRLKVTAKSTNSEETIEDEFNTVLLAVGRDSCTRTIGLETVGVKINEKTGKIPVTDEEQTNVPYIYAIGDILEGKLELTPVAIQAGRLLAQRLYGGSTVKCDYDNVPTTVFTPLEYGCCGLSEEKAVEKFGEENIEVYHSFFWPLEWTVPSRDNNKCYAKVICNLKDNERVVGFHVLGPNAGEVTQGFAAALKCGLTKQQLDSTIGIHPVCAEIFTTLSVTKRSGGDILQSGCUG
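Rat TrxR1 (90 nM in the dispensed reagent) was pre-reduced with 400 uM NADPH for 5 min at room temperature, then incubated with compound for 15 min. After 400 uM selenite was added, NADPH fluorescence (Ex 340/Em 450 nm) was followed for 8 min.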
PGK inhibitor = blocks T. brucei phosphoglycerate kinase. P07378. PGK/GAPDH coupled, Kinase-Glo luminescence, 60 min. Potency, µM (doses to about 57.5 µM), for inactives: at the top dose activity change, negative = inhibition, actives largely listed as inhibitors. hit rate 0.043% among 380,000; further: on the % scale 0 is the no-effect control and ±100 the full control effect; nearly all actives have a fitted effect of over 60% in size
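Recombinant glycosomal PGK reaction used 1,3-bisphosphoglycerate generated in-well by GAPDH (100nM final) in 100mM TEA pH 7.6, 5mM MgCl2, 0.01% Tween-20. After 60 minutes at room temperature, ATP was read by Kinase-Glo Plus luminescence end-point.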
RGS4 inh = inhibitors of human regulator of G protein signaling 4. P49798. Transcreener GDP fluorescence polarization, RGS4-accelerated GTP hydrolysis. Potency, µM (titrated, usually from 114 µM), for the others: top-dose activity change, negative = inhibition, actives largely listed as inhibitors. hit rate 0.039% among 390,000; further: on the % scale 0 is the no-effect control and ±100 the full control effect; nearly all actives have a fitted effect of over 75% in size; some results filed as inactive show a strong effect at the top dose
Target sequence (P49798 whole entry, looked up): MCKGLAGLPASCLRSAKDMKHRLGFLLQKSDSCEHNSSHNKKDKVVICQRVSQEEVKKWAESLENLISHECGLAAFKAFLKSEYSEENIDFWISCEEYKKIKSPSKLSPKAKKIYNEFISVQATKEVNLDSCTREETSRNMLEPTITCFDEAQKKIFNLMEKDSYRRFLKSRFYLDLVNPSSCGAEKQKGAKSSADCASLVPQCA
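MLSMR compounds (23 nl, pin-transferred) preincubated 10 min at room temperature with a 500nM (2x) first reagent, then RGS4 at 900nM (2x) plus Transcreener GDP mix added; fluorescence polarization (620/688 nm) read before and after 90 min at 30 °C.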
ALOX12 inh = blocks human arachidonate 12S-lipoxygenase. P18054. purified 12hLO, xylenol orange hydroperoxide absorbance. Potency, µM (titrated, usually from 108 µM), for the others: at the top dose activity change, negative = inhibition, most hits filed as inhibitors. hit rate 1.1% among 580,000; further: on the % scale 0 is the no-effect control and ±100 the full control effect
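Purified human 12hLO (150 nM final) in 25 mM Hepes, 0.01% Triton X-100, pH 7.0 was preincubated 15 min at room temperature with compound. Then 40 uM arachidonic acid was added, 30 min. Hydroperoxide was read by Fe-XO absorbance ratio 573/405 nm.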
Pin1 inhibitor = human Pin1 inhibition. Potency, µM (titrated, usually from 115 µM), without a hit: at the highest dose activity, negative = inhibition, hits mostly inhibitors. hit rate 0.009% among 390,000. Pin1 FP peptide displacement, HiFluor488, 10 min. Q13526; active means well fitted inhibition curve with a large enough effect in the polarisation, with a control signal flat, not every such curve was filed as active; inconclusive means small, poorly fitted or top-dose-only effect, or effect the other way, or a change in a side signal; inactive means no such curve, though single readings can be large or run the other way; the % refers to the polarisation; further: on the % scale 0 is the no-effect control and ±100 the full control effect
Target sequence (Q13526 whole entry, looked up): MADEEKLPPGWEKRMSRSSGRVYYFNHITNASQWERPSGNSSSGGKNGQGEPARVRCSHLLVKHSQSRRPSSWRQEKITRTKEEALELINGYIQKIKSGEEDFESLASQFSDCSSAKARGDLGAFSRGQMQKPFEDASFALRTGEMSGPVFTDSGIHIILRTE
The depositor's hits bear a star; [ ] = remark or other dose. Unless noted, the call rests on the fitted dose curve; in most records, active means well fitted curve in the direction sought with a large enough effect; inconclusive means small, poorly fitted or top-dose-only effect, or another doubt; inactive means no such curve, though single readings can be large; an effect the other way counts as inactive or inconclusive. Potency means the concentration at half of the fitted maximal effect. Only part of the results is shown (hit frequency here may not be typical).

How did O=c1c2ccccc2nnn1CSc1nnc(C2COc3ccccc3O2)n1-c1ccccc1 (configuration not stated) do in these assays?
JMJD2A Tudor: -19%; ERG-DNA inh: -7%; GLS inh: -10%; HP1b binding inh: 29%; rTrxR1 inhibitor: -12%; PGK inhibitor: -7%; RGS4 inh: 0%; ALOX12 inh: 0%; Pin1 inhibitor: 8%

What do the screens show for `O=C(Cc1ccc(F)cc1)N(c1ccc(F)cc1)C1C=CS(=O)(=O)C1` (configuration not stated)?
JMJD2A Tudor: -12%; GLS inh: 1%; HP1b binding inh: 20%; rTrxR1 inhibitor: 7%; PGK inhibitor: 3%[11.5 µM]; RGS4 inh: -2%; ALOX12 inh: -3%; Pin1 inhibitor: -6%

How did COc1ccc(N(CC(=O)NC2CCCCC2)S(=O)(=O)c2cccs2)cc1 do in these assays?
JMJD2A Tudor: -11%; ERG-DNA inh: 3%; GLS inh: -6%; HP1b binding inh: 16%; rTrxR1 inhibitor: 21%; PGK inhibitor: inactive; RGS4 inh: -9%; ALOX12 inh: 6%; Pin1 inhibitor: 1%

Results for COC(=O)c1ccc(C(=O)OC)c(NC(=O)CSCc2ccc(Br)cc2)c1 ?
JMJD2A Tudor: 23%; GLS inh: -3%; HP1b binding inh: 58%[activator]; rTrxR1 inhibitor: 32%[activator]; PGK inhibitor: -9%[11.5 µM]; RGS4 inh: -6%; ALOX12 inh: -8%; Pin1 inhibitor: inconclusive

How did COc1cccc(CNC(=O)C(=O)NCCC2CCCCN2S(=O)(=O)c2ccc(C)cc2)c1 (configuration not stated) do in these assays?
JMJD2A Tudor: -18%; ERG-DNA inh: 1%; GLS inh: -13%; HP1b binding inh: 8%; rTrxR1 inhibitor: 7%; PGK inhibitor: -6%; RGS4 inh: 6%; ALOX12 inh: -40%; Pin1 inhibitor: 18%

What do the screens show for `COc1ccc(C(O)(CCc2ccccc2)CCN2CCCCC2)cc1` (configuration not stated)?
JMJD2A Tudor: -2%; ERG-DNA inh: -11%; GLS inh: -4%; HP1b binding inh: 47%[activator]; rTrxR1 inhibitor: 8.9µM*; PGK inhibitor: -4%; RGS4 inh: -2%; ALOX12 inh: inconclusive; Pin1 inhibitor: -2%

How did Cc1nc2cccnc2n1-c1cccc(C(=O)NCc2ccc(OC(C)C)cc2)c1 do in these assays?
JMJD2A Tudor: -16%; ERG-DNA inh: -6%; GLS inh: 4%; HP1b binding inh: 36%; rTrxR1 inhibitor: -2%; PGK inhibitor: 6%; RGS4 inh: 18%; ALOX12 inh: -12%; Pin1 inhibitor: -2%

Results for CCOC(=O)c1cccc(NC(=O)CC2C(=O)N(c3ccc(F)cc3)C(=O)N2Cc2cccc(OC)c2)c1 (configuration not stated) ?
JMJD2A Tudor: -6%; ERG-DNA inh: 2%; GLS inh: 0%; HP1b binding inh: 28%; rTrxR1 inhibitor: 15%; PGK inhibitor: 9%; RGS4 inh: -2%; ALOX12 inh: -29%; Pin1 inhibitor: -1%

What do the screens show for `Nc1cc(=O)[nH]c(SCC(=O)Nc2ccc(Br)cc2)n1`?
JMJD2A Tudor: 5%; ERG-DNA inh: -7%; GLS inh: 3%; HP1b binding inh: 55%[activator]; rTrxR1 inhibitor: 24%; PGK inhibitor: -5%; RGS4 inh: inconclusive; ALOX12 inh: 390%[activator]; Pin1 inhibitor: 6%

Results for CCOc1ccc(NC(=O)COC(=O)CC2CCCCC2)cc1 ?
JMJD2A Tudor: -1%; ERG-DNA inh: -7%; GLS inh: 5%; HP1b binding inh: 35%; rTrxR1 inhibitor: -10%; PGK inhibitor: -3%; RGS4 inh: 23%; ALOX12 inh: -9%; Pin1 inhibitor: -5%

Results for CC(C)=C1C(=O)NN(c2ccc(F)c(Cl)c2)C1=O ?
JMJD2A Tudor: -29%; ERG-DNA inh: -3%; GLS inh: 1%; HP1b binding inh: 1%; rTrxR1 inhibitor: -12%; PGK inhibitor: -8%; RGS4 inh: -26%; ALOX12 inh: 10µM*; Pin1 inhibitor: 8%

What do the screens show for `CC1CCCCN1C(=S)NC(=O)c1ccccc1` (configuration not stated)?
JMJD2A Tudor: -29%; GLS inh: 25%; HP1b binding inh: -19%; rTrxR1 inhibitor: -9%; PGK inhibitor: -14%; RGS4 inh: -41%; ALOX12 inh: -19%; Pin1 inhibitor: -5%

How did COc1ccc(N2C(=O)C(F)(F)C2c2ccccc2F)cc1 (configuration not stated) do in these assays?
JMJD2A Tudor: 31%; ERG-DNA inh: -2%; GLS inh: 2%; HP1b binding inh: 100%[activator]; rTrxR1 inhibitor: 26%; PGK inhibitor: -6%; RGS4 inh: -16%; ALOX12 inh: -12%; Pin1 inhibitor: 0%

Results for CCOC(=O)CSc1c(-c2ccc(Cl)cc2)[nH]c2ccccc12 ?
JMJD2A Tudor: 22µM*; ERG-DNA inh: -2%; GLS inh: inconclusive; HP1b binding inh: 3%; rTrxR1 inhibitor: 9%; RGS4 inh: inconclusive; ALOX12 inh: -18%; Pin1 inhibitor: inconclusive

How did O=C(O)CCNC(=O)OCC1c2ccccc2-c2ccccc21 do in these assays?
JMJD2A Tudor: 10%; ERG-DNA inh: 11%; GLS inh: 13%; HP1b binding inh: 38%[activator]; rTrxR1 inhibitor: 1%; PGK inhibitor: 3%; RGS4 inh: 36%; ALOX12 inh: inconclusive; Pin1 inhibitor: -1%

How did COc1ccccc1/C=C/C=N/NC(=O)c1cccs1 do in these assays?
JMJD2A Tudor: -17%; ERG-DNA inh: -2%; GLS inh: 0%; HP1b binding inh: 30%; rTrxR1 inhibitor: -1%; PGK inhibitor: -6%; RGS4 inh: -9%; ALOX12 inh: 204%[activator]; Pin1 inhibitor: -6%

What do the screens show for `CCc1cc2c(cc3c(=O)n(CC(=O)NC4CCC(C)CC4)ncn32)s1` (configuration not stated)?
JMJD2A Tudor: -14%; ERG-DNA inh: 1%; GLS inh: 2%; HP1b binding inh: 11%; rTrxR1 inhibitor: 19%; PGK inhibitor: -8%; RGS4 inh: -4%; ALOX12 inh: -3%; Pin1 inhibitor: 0%

What do the screens show for `CCOC(=O)N1CCC(NC(=O)c2ccc3c(c2)N(Cc2ccc(Cl)cc2)C(=O)c2ccccc2S3=O)CC1` (configuration not stated)?
JMJD2A Tudor: -7%; ERG-DNA inh: 2%; GLS inh: 1%; HP1b binding inh: 26%; rTrxR1 inhibitor: 27%; PGK inhibitor: -4%; RGS4 inh: -17%; ALOX12 inh: inconclusive; Pin1 inhibitor: 36%[activator]

What do the screens show for `COc1cccc(-n2cnnc2SCC(=O)NC2CC2)c1`?
JMJD2A Tudor: -5%; ERG-DNA inh: 7%; GLS inh: 0%; HP1b binding inh: 33%; rTrxR1 inhibitor: 22%; PGK inhibitor: 0%; RGS4 inh: -1%; ALOX12 inh: -1%; Pin1 inhibitor: 2%

Results for COc1ccccc1CNS(=O)(=O)c1ccc(-c2cc(C(F)(F)F)on2)s1 ?
JMJD2A Tudor: -4%; ERG-DNA inh: 0%; GLS inh: -9%; HP1b binding inh: 52%[activator]; rTrxR1 inhibitor: -2%[57.1 µM]; PGK inhibitor: -11%; RGS4 inh: 14%; ALOX12 inh: inconclusive; Pin1 inhibitor: 0%

How did CC(=O)c1cccc(NC(=O)CSCc2ccccc2)c1 do in these assays?
JMJD2A Tudor: -9%; ERG-DNA inh: -1%; GLS inh: 17%; HP1b binding inh: 15%; rTrxR1 inhibitor: 16%; PGK inhibitor: 11%; RGS4 inh: 25%; ALOX12 inh: inconclusive; Pin1 inhibitor: 2%

What do the screens show for `Cc1ccc(N2CCN(C(=O)c3noc4c3COc3ccc(C)cc3-4)CC2)c(C)c1`?
JMJD2A Tudor: -15%; ERG-DNA inh: -14%; GLS inh: 5%; HP1b binding inh: 32%; rTrxR1 inhibitor: 7%; PGK inhibitor: inactive; RGS4 inh: 26%; ALOX12 inh: -16%; Pin1 inhibitor: 5%

What do the screens show for `Cc1ccccc1NC(=O)c1sc2nc(N3CCOCC3)c3c(c2c1N)CC(C)(C)OC3`?
JMJD2A Tudor: -4%; ERG-DNA inh: -2%; GLS inh: -20%; HP1b binding inh: 46%[activator]; rTrxR1 inhibitor: 19%; PGK inhibitor: -7%; RGS4 inh: -18%; ALOX12 inh: -16%; Pin1 inhibitor: -1%

Results for COc1ccc2c(c1)OC[C@H]1[C@H]2N2C(=O)c3cc(F)ccc3NC(=O)[C@@]2(C)[C@H]1c1ccccc1 ?
JMJD2A Tudor: -24%; ERG-DNA inh: -4%; GLS inh: -3%; HP1b binding inh: 14%; rTrxR1 inhibitor: 11%; PGK inhibitor: -8%; RGS4 inh: 7%; ALOX12 inh: -12%; Pin1 inhibitor: 16%

What do the screens show for `Cc1ccc2nc(-c3cc(N)cc(N)c3)oc2c1`?
JMJD2A Tudor: inconclusive; ERG-DNA inh: 5%; GLS inh: 39%[activator]; HP1b binding inh: -30%; rTrxR1 inhibitor: 10%[57.1 µM]; PGK inhibitor: 5%; RGS4 inh: -18%; ALOX12 inh: 4%; Pin1 inhibitor: -2%

Screening data deposited in PubChem BioAssay by National Center for Advancing Translational Sciences (NCATS).
